# Screening results as filed in PubChem.
# SENP8 block-1: SENP8 protease inhibitors, primary screen, biochemical, luminescence; Sentrin-specific protease 8 (Homo sapiens), Q96LD8; purified SENP8, Z-RLRGG-aminoluciferin cleavage; inhibition, % at 10 µM; 1.2% of 330,000 active; AID 2540, 2010; in the data active = inhibition above about 50%
# SENP7 block: SENP7 protease inhibitors, primary screen, biochemical, luminescence, uHTS | recombinant SENP7, Z-RLRGG-aminoluciferin luminescence, 40 min | inhibition, % at 5 µM | 1.5% of 330,000 active;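 active = inhibition above about 50% at the single test dose, limit read from the data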;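 note: plate controls were DMSO with enzyme for no effect and no enzyme buffer wells for full effect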
# NALP3 yeast inh: NALP3 inflammasome inhibitors in reconstituted yeast, primary screen, luminescence, uHTS; Yeast reconstituted NLRP3/ASC/caspase-1, beta-gal luminescence, 24 h; 0.39% of 330,000 active; inhibition, % at 10 µM;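 active = inhibition of 50% or more; inactive = inhibition below 50%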;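 note: plate controls were induced DMSO wells for no effect and uninduced yeast grown without galactose for full effect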
# SENP8 block-2: human SENP8 protease inhibitors, primary screen, biochemical, fluorescence, Nedd8 protein substrate, uHTS; Sentrin-specific protease 8 (Homo sapiens), Q96LD8; recombinant SENP8; inhibition, % at 20 µM; 0.64% of 360,000 active; AID 602440, 2012; in the data active = inhibition mostly above about 40%, no sharp cut-off; inactive = mostly below about 27%
# SENP6 inh: SENP6 protease inhibitors, primary screen, biochemical, luminescence, uHTS. Recombinant SENP6 catalytic domain, aminoluciferin luminescence. 1.8% of 330,000 active. inhibition, % at 10 µM. AID 2599, 2010;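 active = inhibition above about 50% at the single tested dose, limit read from the data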;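 note: plate controls were DMSO wells with enzyme for no effect and DMSO wells lacking enzyme for full effect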
# PfGluPho inh: PfG6PD enzyme inhibitors, primary screen, biochemical, fluorescence intensity, uHTS | inhibition, % at 20 µM | AID 504690, 2011 | 0.78% of 350,000 active | PfGluPho enzyme, NADPH resazurin-diaphorase fluorescence | glucose-6-phosphate dehydrogenase-6-phosphogluconolactonase (Plasmodium falciparum 3D7);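 active = inhibition reaching at least a set limit at 20 µM in the primary screen, cut at about 59% in these data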;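 note: 0% = DMSO wells with substrate and 100% = DMSO wells lacking glucose-6-phosphate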
# SENP1 inh: human SENP1 catalytic domain inhibitors, primary screen, biochemical, FRET, uHTS; Sentrin-specific protease 1 (Homo sapiens), Q9P0U3; recombinant SENP1 catalytic domain, CyPet-SUMO1-YPet FRET cleavage; inhibition, % at 10 µM; 0.21% of 360,000 active; AID 624204, 2012;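 active = inhibition at least 30% at 10 µM, raw YFP signal under a set limit, fluorescence ratio 0.5 to 1.5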;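 note: 0% = enzyme with DMSO and 100% = no enzyme wells; some results filed as inactive read as strong as hits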
#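 Test system: hSENP1 catalytic domain, recombinant; Amount: 20 pM final SENP1 enzyme; Medium: Tris pH 8 buffer plus EDTA, NaCl, BME, BSA, NP40, catalase; Schedule: 50 min enzyme reaction, room temperature, light-protected; Technique: FRET fluorescence in CFP and YFP emission channels; Controls: no-enzyme wells low, DMSO-plus-enzyme wells high control.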
# HKDC1 inh: HKDC1 hexokinase inhibitors, primary screen, biochemical, fluorescence, uHTS. 0.16% of 340,000 active. AID 493160, 2011. Q2TB90. inhibition, % at 20 µM. recombinant HKDC1, G6PDH/diaphorase resazurin coupled fluorescence;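 active = inhibition above about 35% when tested at 20 µM, limit read from the data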;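 note: plate controls were DMSO wells with enzyme for no effect and DMSO wells lacking enzyme for full effect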
# Target sequence (Q2TB90 whole entry, looked up): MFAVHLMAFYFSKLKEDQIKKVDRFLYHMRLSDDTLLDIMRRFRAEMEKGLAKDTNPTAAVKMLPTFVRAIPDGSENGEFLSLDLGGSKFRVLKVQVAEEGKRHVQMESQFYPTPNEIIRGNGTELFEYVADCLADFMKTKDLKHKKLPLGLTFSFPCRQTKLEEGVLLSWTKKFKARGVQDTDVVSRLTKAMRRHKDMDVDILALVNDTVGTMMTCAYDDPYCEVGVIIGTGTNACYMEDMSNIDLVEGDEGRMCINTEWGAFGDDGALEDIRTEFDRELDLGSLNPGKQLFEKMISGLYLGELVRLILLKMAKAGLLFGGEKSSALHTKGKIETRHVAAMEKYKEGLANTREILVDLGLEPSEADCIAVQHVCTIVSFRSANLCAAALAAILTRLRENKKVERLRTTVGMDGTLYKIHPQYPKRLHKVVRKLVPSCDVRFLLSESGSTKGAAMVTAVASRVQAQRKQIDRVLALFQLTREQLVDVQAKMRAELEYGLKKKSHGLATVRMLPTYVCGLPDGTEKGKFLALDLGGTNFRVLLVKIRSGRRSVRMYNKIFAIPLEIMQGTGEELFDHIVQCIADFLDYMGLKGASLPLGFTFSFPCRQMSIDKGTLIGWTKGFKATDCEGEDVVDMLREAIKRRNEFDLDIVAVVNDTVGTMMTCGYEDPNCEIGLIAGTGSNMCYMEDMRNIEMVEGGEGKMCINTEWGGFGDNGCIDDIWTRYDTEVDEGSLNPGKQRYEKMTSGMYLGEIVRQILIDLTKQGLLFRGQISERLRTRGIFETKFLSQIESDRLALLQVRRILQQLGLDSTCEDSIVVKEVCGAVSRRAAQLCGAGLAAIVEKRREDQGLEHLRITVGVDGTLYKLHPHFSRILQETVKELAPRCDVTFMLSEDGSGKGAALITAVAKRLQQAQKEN
#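 Test system: HK5 enzyme. Quantity: 5 µg/mL HK5 final. Reagent: glucose and ATP substrates. Schedule: 90 min reaction incubation at room temperature, dark. Technique: resazurin-to-resorufin fluorescence via G6PDH and diaphorase coupling, 525/613 nm. Control set: DMSO wells with and without enzyme mix.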
# Apaf1 inhib: inhibitors of human Apaf-1 apoptosome, primary screen, biochemical, DEVD-Rh110 fluorescence, uHTS. reconstituted apoptosome caspase-3 activity. AID 489030, 2010. inhibition, % at 20 µM. Apoptotic protease-activating factor 1 (Homo sapiens), O14727. 0.71% of 330,000 active; active = inhibition of at least 40% at 20 µM;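 note: plate controls were DMSO wells for no effect and DEVD-CHO caspase inhibitor wells for full effect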
#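 detection = Rh110 fluorescence intensity | test system = biochemical Apaf-1 apoptosome reconstitution | also added = cytochrome c and DEVD-Rh110 substrate | schedule = 30 min plus 50 min, RT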
# An asterisk follows results filed as active; · = no result given.
SMILES,SENP8 block-1,SENP7 block,NALP3 yeast inh,SENP8 block-2,SENP6 inh,PfGluPho inh,SENP1 inh,HKDC1 inh,Apaf1 inhib
O=C(CCCCCNc1nc(=S)[nH]c2ccccc12)NCCc1ccc(Cl)cc1,-8.3,-5.7,2.5,24.4,-3.7,9.0,0.4,-2.2,-2.8
Cc1ccccc1C(=O)/C=C1\NC(=O)CS1,-11.4,-7.0,26.2,12.7,-15.8,2.2,0.1,0.2,3.7
CCCCn1c(N)c(N(Cc2ccccc2OC)C(=O)COc2ccccc2OC)c(=O)[nH]c1=O,-1.3,-1.1,-1.9,13.7,2.7,10.5,-2.5,-3.1,3.4
COC(=O)Cc1ccc(N(Cc2ccccc2F)S(=O)(=O)c2ccc(Cl)cc2)cc1,4.1,-1.2,18.4,12.3,-3.6,5.6,-0.6,-7.5,-3.7
O=C(O)CCc1ccc(-c2ccccc2)o1,-8.3,1.7,7.8,-3.5,1.2,66.1*,-1.7,-3.7,6.3
Cc1cccc(C)c1OCc1nc2ccccc2c(=O)n1/N=C/c1c[nH]c2ccccc12,-8.1,-2.5,6.0,-11.3,-10.2,20.2,-1.0,1.1,22.3
Cc1cc(NC(=O)c2cccc3ccccc23)cc(C)c1OCC(=O)N1CCOCC1,-2.1,6.4,23.9,4.8,1.2,-14.2,0.3,-0.3,6.7
Fc1ccc(C2=CC(c3ccco3)n3nnnc3N2)cc1 (stereo not drawn),-6.0,19.4,-1.3,-19.9,-5.2,8.2,1.4,-2.2,-4.8
Cc1onc(-c2ccccc2Cl)c1C(=O)Nc1nnc(-c2ccc(Br)cc2)s1,-10.0,-17.8,12.8,-461.6,-17.8,-20.5,1.1,5.8,26.0
N#CCO/N=C/C(=O)Nc1ccc(F)cc1F,-1.2,7.1,-0.3,-5.0,2.7,-0.4,-12.4,-2.1,-1.9
COc1ccc(Cl)cc1NC(=O)CN(C)Cc1ccc(OC)c(OC)c1,-5.4,-3.5,-16.6,19.4,8.4,11.5,4.8,-3.1,-1.5
Cc1ccc(CN2C(=O)CCSc3ccc(Cl)cc32)cc1,3.3,1.3,11.1,5.7,-6.2,-11.1,-0.8,-1.9,4.6
O=C(CCSc1ccccc1)NC1CCCCCC1,-3.9,4.7,42.6,25.5,12.8,5.0,1.4,11.3,-0.7
Cc1ccccc1C(=O)NC(NC(=O)c1ccccc1C)c1cccc([N+](=O)[O-])c1,-6.6,8.1,18.2,18.7,-3.2,-15.5,1.1,-9.1,6.0
Cc1nc2ccccc2c2oc(C(=O)N3CCC(C)CC3)cc12,5.1,3.8,3.7,12.6,-4.3,8.7,0.2,-2.0,6.2
O=C1CC(c2cccs2)Cc2nc(NC(=O)C3CC3)ncc21 (stereo not drawn),-8.5,-2.6,5.2,8.0,-48.7,8.4,2.0,-1.4,5.4
Cn1cnnc1SCC(=O)NNC(=O)c1ccc([N+](=O)[O-])cc1,-12.4,-4.2,17.9,19.9,-12.9,-6.4,2.1,-3.0,0.5
Cc1nn(C)cc1C(C(=O)NC1CCCCC1)N(Cc1ccc(F)cc1)C(=O)c1cnccn1 (stereo not drawn),-4.3,-0.4,6.9,24.4,-6.1,-6.9,-0.7,11.2,2.8
O=C(N/N=C\c1ccccc1)c1sccc1-n1cccc1,-1.9,2.4,25.2,12.5,-22.1,45.2,3.5,-3.0,17.3
COc1ccc(NC2=NC(=S)N(c3cccc(C)c3)C23CCCCC3)cc1,2.8,-0.9,9.8,14.8,13.5,0.5,0.1,-5.2,5.0
COc1ccc(CN(C)C(=O)COC(=O)c2cc([N+](=O)[O-])ccc2N2CCCC2)c(OC)c1OC,-4.6,6.1,20.3,19.1,0.3,-5.0,-6.3,-1.4,18.0
Cc1ccc(N2C(=O)CC3(CCCC3)CC2=O)cc1,3.2,-5.2,5.9,3.5,-3.5,2.6,0.4,-6.2,1.1
CCN(CC(=O)NNC(=O)c1ccccc1)Cc1ccc(OC)c(F)c1,10.6,6.1,7.5,16.2,15.6,-3.1,1.5,3.9,-10.9
CCOc1ccccc1N(C(=O)Nc1ccc(Cl)cc1)C1=NCCS1,-4.4,-1.4,-12.3,-1.7,-2.6,22.2,2.0,-9.0,-14.8
O=C(Cc1ccccc1)N1CCC2(CC1)NCCc1[nH]cnc12,8.8,5.5,7.2,5.5,-8.8,10.4,0.2,-6.2,-6.7
CC(C)(C)OC(=O)NCC(=O)N1CCC(C(=O)O)CC1,-6.8,4.0,15.1,15.6,-6.2,-15.8,2.8,-7.0,-11.0
FC(F)(F)COc1ccc(-c2nnc(SCc3ccccc3)o2)cn1,5.3,-1.0,13.1,6.4,-10.3,9.7,-3.3,-3.4,-3.2
COc1ccc(CN(CC(=O)NC2CCCC2)C(=O)CCC(=O)Nc2nc(C)cs2)cc1,4.0,-3.3,10.8,4.6,10.4,-16.6,0.5,-5.5,3.1
Cc1ccc(-n2c(N)c(C(=O)Nc3ccccc3F)sc2=S)cc1C,-3.5,7.1,2.3,27.6,6.1,69.7*,-0.9,-3.1,4.1
COCCN(CC1CCCN(C2Cc3ccccc3C2)C1)C(=O)c1cccc(C)c1 (stereo not drawn),-8.6,5.9,10.5,7.8,-14.3,11.5,-6.3,-0.3,-1.9
COc1ccc2nc(-c3ccccc3)nc(C3CCCCC3)c2c1,-4.4,-8.0,12.1,-8.9,-11.8,14.2,0.3,1.5,11.3
Cc1cccc(NC(=O)CNC(=O)COc2ccc(C(=O)c3ccc(F)cc3)cc2)c1C,-0.9,7.4,4.6,16.6,9.5,0.0,-1.0,13.0,2.7
Cc1cc2[nH]c(=O)c(=O)[nH]c2cc1S(=O)(=O)Nc1cccc(Cl)c1C,4.5,-4.4,13.6,-211.9,1.0,-26.2,1.5,-3.6,-0.3
OC(CN1CCCC1)Cn1ccc2ccccc21 (stereo not drawn),1.2,5.1,9.4,14.1,-1.4,-2.4,1.0,-2.6,18.5
CCOc1ccc(C(=O)N(Cc2ccc(N(C)C)cc2)C2CCS(=O)(=O)C2)cc1 (stereo not drawn),-6.4,6.2,1.5,16.5,-4.1,2.8,0.6,1.9,-3.8
CC(C)(C)OC(=O)C[C@@H]1C/C=C\C[C@H](CC(=O)N(CCO)Cc2ccccc2)C(=O)NC[C@H](c2ccccc2)OC1=O,-3.2,4.1,17.6,11.1,-6.7,-7.7,2.1,-5.6,10.5
Cc1csc(=O)n1CCC(=O)OCC(=O)NNC(=O)c1ccccc1,-0.6,9.4,8.9,10.6,-10.6,-2.4,-2.3,-0.1,-0.8
Cc1cccc(N/C(N)=N/c2nc(C(F)(F)F)cc(=O)[nH]2)c1C,-0.5,-2.1,-0.8,9.1,9.8,-9.2,1.3,11.9,-15.6
COc1cc(NC(C)=O)ccc1-c1cc2ccccc2oc1=O,-8.6,0.8,3.8,-409.0,-19.4,11.1,-60.2,-8.9,1.6
CC1(C)Oc2ccc3ccc(=O)oc3c2C[C@H]1O,-1.5,-2.0,-8.8,-474.3,-4.9,6.5,-0.8,-4.8,-4.3
CC(C)(C)NC(=O)CSc1nc2[nH]ncc2c(=O)[nH]1,-6.1,-1.7,15.8,6.9,-6.3,7.9,0.1,-11.8,-6.7
O=C(CNC(=S)N(Cc1ccccc1)Cc1ccccc1F)NCCc1ccc(Cl)cc1,-4.8,-4.3,8.4,-4.0,-17.4,12.2,1.9,3.9,20.9
CN(Cc1ccon1)C(=O)CCc1nnc(CCCCc2ccccc2)o1,-4.3,-3.7,-2.6,12.1,-5.7,-1.2,1.6,-6.6,-5.6
COc1ccc(Cn2cnc3c(N)c(C)c(C)cc32)cc1,-5.7,-3.0,3.8,2.9,7.3,36.3,1.0,0.3,-0.4
CCCCCCn1c2c(c(=N)c3c1CCC3)CCC2,3.9,-0.6,0.6,14.1,-1.0,-19.7,0.4,-5.8,0.8
Clc1ccc(SCCCCN2CCNCC2)cc1,-8.6,0.5,16.5,25.0,-0.1,11.5,-0.2,-10.5,-6.7
CN(C)c1nc(=NCc2ccco2)ss1,·,·,·,22.9,·,56.5,-1.1,-24.3,·
COc1ccccc1/C=C\C=N\n1c(-c2ccc(Cl)cc2)n[nH]c1=S,-2.0,4.3,1.4,-8.7,-16.6,8.4,0.7,2.4,20.4
CC1CCN(S(=O)(=O)c2ccc(NC(=O)C3CC3)cc2)CC1,-8.2,-3.2,17.9,7.8,-13.8,7.2,1.6,4.2,-0.7
CC1(C)CC(C)(c2ccc(O)cc2O)N(c2ccc3ccccc3c2)C(=S)N1 (stereo not drawn),3.8,4.6,6.2,-38.5,1.7,7.9,-2.9,8.7,5.9
O=C(NCc1ccco1)C1Cc2ccccc2CN1C(=O)c1ccco1 (stereo not drawn),-2.0,1.3,-26.0,4.2,-7.8,2.4,-5.0,-0.9,1.9
CC(C)[C@H](NC(=O)[C@@H]1CSC2c3ccccc3C(=O)N21)C(=O)NC1CCCC1 (stereo partly drawn),-6.5,-4.0,11.7,11.2,-2.5,11.7,3.4,-4.2,-11.2
NNc1nc2sc3c(c2c(=O)n1-c1ccccc1)CCCC3,2.0,2.4,14.9,2.3,1.9,8.9,-1.3,2.5,-5.6
CCCc1cc(C(=O)Nc2cc(Br)ccc2O)no1,12.2,6.9,23.0,0.1,32.2,-1.6,1.8,-6.4,9.6
COCc1c(C(N)=O)nnn1-c1nonc1N,13.0,3.4,-0.3,10.8,1.2,-12.7,2.8,2.7,-7.9
Cc1ccc(/C=N/N2CCN(c3ccccn3)CC2)o1,-16.2,-13.6,10.6,8.5,-16.4,-6.1,0.4,-0.6,-8.2

# Profiles as entered above:
# Cc1ccc(/C=N/N2CCN(c3ccccn3)CC2)o1 in the list: SENP8 block-1: -16.2; SENP7 block: -13.6; NALP3 yeast inh: 10.6; SENP8 block-2: 8.5; SENP6 inh: -16.4; PfGluPho inh: -6.1; SENP1 inh: 0.4; HKDC1 inh: -0.6; Apaf1 inhib: -8.2
# COc1ccccc1/C=C\C=N\n1c(-c2ccc(Cl)cc2)n[nH]c1=S in the list: SENP8 block-1: -2.0; SENP7 block: 4.3; NALP3 yeast inh: 1.4; SENP8 block-2: -8.7; SENP6 inh: -16.6; PfGluPho inh: 8.4; SENP1 inh: 0.7; HKDC1 inh: 2.4; Apaf1 inhib: 20.4
